# TNAP inh noacc – blocks human TNAP activity with no phosphate acceptor present; P05186; purified TNAP, CDP-star luminescence, 30 min; inhibition, % at 20 µM; 200,000 tested, 0.26% active;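 active = tissue-nonspecific alkaline phosphatase inhibition above about 50% at 20 µM in the single-dose screen, limit read from the data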;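 also: 0% = DMSO negative control and 100% = EDTA positive control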
# Target sequence (P05186 whole entry, looked up): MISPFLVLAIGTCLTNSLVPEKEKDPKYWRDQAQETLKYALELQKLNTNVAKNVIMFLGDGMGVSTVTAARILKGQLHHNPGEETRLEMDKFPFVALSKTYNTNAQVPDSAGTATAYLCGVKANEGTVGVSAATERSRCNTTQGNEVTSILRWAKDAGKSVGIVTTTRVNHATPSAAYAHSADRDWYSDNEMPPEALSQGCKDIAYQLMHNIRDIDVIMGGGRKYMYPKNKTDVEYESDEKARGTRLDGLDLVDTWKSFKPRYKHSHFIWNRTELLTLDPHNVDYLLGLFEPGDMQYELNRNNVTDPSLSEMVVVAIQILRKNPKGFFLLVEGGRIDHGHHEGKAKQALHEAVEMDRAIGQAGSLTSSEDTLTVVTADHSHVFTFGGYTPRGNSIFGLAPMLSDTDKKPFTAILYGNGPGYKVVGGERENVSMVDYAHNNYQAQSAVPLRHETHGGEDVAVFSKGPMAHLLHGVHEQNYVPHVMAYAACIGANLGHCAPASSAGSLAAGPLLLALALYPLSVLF
# HMGR II inh – blocks class II HMG-CoA reductase of Enterococcus faecalis; 190,000 tested, 0.41% active; purified E. faecalis HMGR, NADPH absorbance 340 nm kinetic; inhibition, % at 10 µM;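 active = inhibition above a set limit, the median over all tested compounds plus 3 SD, cut at about 9.5% in these data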;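 also: enzyme runs in reverse so mevalonate oxidation gives rising NADPH absorbance; 0% = complete reaction with DMSO and 100% = background rate lacking mevalonate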
# DTT redox prof – compounds producing H2O2 with reducing agent – biochemical, NIH compound library profiling, artefact control for MLSCN library redox annotation, primary screen; DTT-dependent redox cycling H2O2, phenol red/HRP absorbance; 100% = 100 µM peroxide control, 0% = buffer; activation, % at 10 µM; 200,000 tested, 0.03% active; AID 878;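 active = activation of at least 50% relative to the plate's high and low controls in the primary single-dose screen; inactive = activation below 50%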;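 also: compound incubated with DTT at 0.8 mM final as the reducing agent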
# PMI act – phosphomannose isomerase (human) activation; purified human PMI, coupled resazurin fluorescence, 20 min; active compounds read high; 1 = vehicle control, 0 substrate-free wells; 190,000 tested, 0.005% active; activation factor at 20 µM;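 active = activation factor of 2 or more at 20 µM, relative to plate controls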
# Target sequence (P34949 whole entry, looked up): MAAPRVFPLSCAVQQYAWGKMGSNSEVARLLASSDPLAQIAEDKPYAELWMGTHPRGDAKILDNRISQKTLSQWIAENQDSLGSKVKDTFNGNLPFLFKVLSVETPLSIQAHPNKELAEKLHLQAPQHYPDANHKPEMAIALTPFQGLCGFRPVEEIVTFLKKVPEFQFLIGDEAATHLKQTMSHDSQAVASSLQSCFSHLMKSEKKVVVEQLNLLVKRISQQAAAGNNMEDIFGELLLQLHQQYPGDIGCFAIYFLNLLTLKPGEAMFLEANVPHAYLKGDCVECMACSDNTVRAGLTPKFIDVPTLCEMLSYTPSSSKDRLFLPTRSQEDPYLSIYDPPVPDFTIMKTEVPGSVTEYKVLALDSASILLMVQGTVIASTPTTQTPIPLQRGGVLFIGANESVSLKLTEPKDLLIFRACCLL
# RAM network inh – inhibitors of the yeast RAM network | 190,000 tested, 1.8% active | S. cerevisiae dse1pr::URA3 reporter, 5-FOA growth OD615, 2 d; analog-sensitive cbk1-as2 kinase mutant strain | inhibition, % at 50 µM;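 active = inhibition above a set limit, 3 SD over mean compound inhibition, cut at about 8.4% in these data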;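 also: 0% = DMSO-only wells with no growth and 100% = 10 µM 1-NA-PP1 full growth; inhibition rescues growth on 5-FOA so higher OD means more RAM inhibition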
# PMI act hi M6P – increases human PMI activity with near-saturating mannose 6-phosphate | 190,000 tested, 0.34% active | coupled PMI enzyme assay, resazurin fluorescence, 20 min; active compounds read high; 1 = untreated enzyme, 0 = substrate-free blank | activation factor at 20 µM | P34949;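 active = activation factor of 2 or more at 20 µM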
#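 Material: human phosphomannose isomerase with PGI, G6PDH, diaphorase coupling enzymes / Reagent: Man-6-P substrate 1.0 mM / Dosing: single compound dose of 20 µM, 1% DMSO final / Incubation: enzyme reaction with compound 20 min at room temperature / Signal: resorufin fluorescence (Ex 544/Em 590 nm) from resazurin via diaphorase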
# TNAP inh hi DEA – blocks human TNAP under high phosphate acceptor concentration; P05186; 200,000 tested, 0.03% active; inhibition, % at 20 µM; AID 1135; purified TNAP, CDP-star luminescence, 1 M DEA;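 active = over 50% inhibition of tissue-nonspecific alkaline phosphatase at 20 µM in the single-dose screen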;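 also: plate controls were DMSO wells for no effect and EDTA-quenched wells as full inhibition for full effect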
# Hsp70 activator – transcriptional activators of Hsp70. HeLa Hsp70 promoter luciferase reporter, luminescence; scaled: vehicle 0, proteasome-inhibitor control 100%. activation, % at 10 µM. 200,000 tested, 0.04% active. AID 1203;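 active = activation above the mean across all tested compounds plus 3 SD, cutoff set per campaign, cut at about 5.5% in these data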;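 also: 100% = MG132 at 30 µM as the positive control and 0% = DMSO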
# Lmaj promast – Leishmania major promastigote growth inhibition; Leishmania major promastigotes, resazurin fluorescence viability; inhibition, % at 10 µM; 200,000 tested, 9% active; in the data active = inhibition above about 50%;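 also: promastigotes grown with compound for 44 hours at 28 °C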
# S1P3 antag – S1P3 (human) receptor antagonism; Q99500; CHO S1P3 NFAT-BLA reporter, FRET fluorescence, antagonist mode; inhibition, % at 4.98 µM; 170,000 tested, 0.27% active;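 active = inhibition above the plate cutoff, the mean inhibition of test wells on that plate plus 3 SD, cut at about 28% in these data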;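 also: cells challenged with S1P at its EC80 of 0.8 µM; blue over green emission ratio from cleaved BLA substrate after 4 h stimulation; 0% = S1P-stimulated wells and 100% = unstimulated DMSO-only wells; some compounds past the cut are filed as inactive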
# * hit, by the source's call; · = no result given.
SMILES,TNAP inh noacc,HMGR II inh,DTT redox prof,PMI act,RAM network inh,PMI act hi M6P,TNAP inh hi DEA,Hsp70 activator,Lmaj promast,S1P3 antag
Cc1cc(C)nc(Sc2ccc3nnnn3n2)n1,2.4,3.0,-0.2,1.1,1.6,1,-1.5,-0.1,0.0,-30.4
COCC(=O)Nc1nc2ccc(C)cc2s1,-11.7,0.3,2.9,1,-0.1,1,-3.4,0.1,7.4,-14.3
Cc1ccc(NC(=O)N2CCC(C(=O)Nc3ccc(C)cc3C)CC2)cc1,-50.3,-3.5,-0.6,1.1,1.3,1.1,-4.9,-0.1,-7.0,·
O=C(Oc1nsnc1N1CCCCC1)N1CCOCC1,-5.5,-4.7,1.9,1,-0.5,1,-2.5,0.0,5.8,-32.9
CCC1CCCCN1Cc1nc2c(c(=O)n(C)c(=O)n2C)n1Cc1ccccc1 (stereo unspecified),-2.8,3.9,-1.2,1,-0.5,1,-0.1,-0.3,7.2,-15.1
COc1ccc(/C=N/OCC(=O)Nn2c(C)nc3ccccc3c2=O)cc1,-6.5,0.1,-0.1,0.9,0.0,0.9,-4.8,-0.3,-3.9,-25.1
CC1SC(C)C(=O)N(CC(=O)NCc2ccc(F)cc2)C1=O (stereo unspecified),-8.3,2.0,0.7,0.9,1.4,0.9,-2.2,-0.1,-4.1,0.1
Cc1cc(C)n(-c2nc3ccccc3c(=O)n2OCc2ccc(Cl)cc2)n1,-10.2,-6.2,2.0,1,1.3,1,-4.1,-0.3,2.5,·
OC1(c2cccc(C(F)(F)F)c2)CCN(c2ncnc3c2[nH]c2ccc(F)cc23)CC1,-4.3,1.7,0.2,0.8,2.1,0.8,-2.5,-0.5,88.3*,26.6
Cc1cc(Cl)ccc1C(=O)C1CCCN(C(=O)c2snnc2C)C1 (stereo unspecified),-3.9,8.7,-0.7,1,1.1,1,-2.3,-0.1,-1.5,-18.8
O=C(COC(=O)c1c2c(nc3ccccc13)CCCCC2)NCc1ccc2c(c1)OCO2,-8.6,-2.8,-0.3,0.7,3.1,0.9,0.6,-0.5,13.8,7.1
Cc1cccc(NC(NC(=O)c2ccccn2)C(Cl)(Cl)Cl)c1 (stereo unspecified),-5.3,-3.5,-0.1,0.9,0.0,0.9,0.4,0.0,-0.7,-4.5
Cc1sc2nc(-c3ccco3)oc(=O)c2c1C,-8.2,-1.8,2.9,0.9,2.1,0.9,-0.9,-0.3,4.8,-2.0
CC(NC(=O)Cn1cnc([N+](=O)[O-])n1)c1ccccc1 (stereo unspecified),0.9,-2.9,1.7,1,1.3,0.9,-1.8,-0.3,12.1,·
Cc1ccc(F)cc1NC(=O)CCOc1ccccc1,-16.2,-11.1,-1.9,1,2.1,1,-5.2,-0.4,-3.6,-4.9
CCOC(=O)c1c(-c2ccc(C)o2)csc1NC(=S)NC(=O)c1ccccc1Br,-6.8,-5.7,-0.3,0.8,6.7,0.9,0.1,-0.3,18.3,·
OC(COc1ccccc1)CN1CCOCC1 (stereo unspecified),-11.3,4.3,-0.6,1,0.5,1.1,-5.6,0.5,-1.2,·
CC(=O)Nc1ccc(S(=O)(=O)NCCc2ccc(S(N)(=O)=O)cc2)cc1,-9.9,-4.6,-1.2,1.1,0.6,1.1,-9.0,-0.2,-3.1,·
N#Cc1c2ncn(CC(=O)c3ccc(Br)cc3)c(=O)c2c2n1CCC2,-14.6,2.6,-0.5,1,4.9,1,-8.5,-0.1,-1.3,-27.5
CCN1CCN(c2ncnc3c2sc2nc(N4CCOCC4)c4c(c23)CCC4)CC1,2.3,·,·,0.9,·,1,-3.9,·,·,·
COc1cc(C=Nc2cccc(C)c2)c(O)c([N+](=O)[O-])c1,17.5,-3.0,-0.2,1,-1.2,0.7,21.1,-0.3,67.6*,-12.3
O=C(O)/C(=C/c1ccco1)NC(=O)c1ccccc1,3.0,0.0,0.1,1,3.0,1,1.7,-0.4,2.4,7.9
OC(C#CCN1CCCCC1)c1ccccc1 (stereo unspecified),-2.8,-3.0,3.1,0.9,1.2,1,-8.6,0.9,-9.7,-6.9
Cc1ccc(S(=O)(=O)Nc2cccnc2)cc1,8.1,1.3,4.7,1.1,2.3,1,2.1,0.0,-6.7,·
C=CCN=C1NN=C(c2cc(C)n(CC=C)c2C)CS1,1.4,-0.5,0.5,0.9,2.2,0.8,-1.4,0.0,22.5,-6.2
CCCCCOC(=O)Cn1c(=O)oc2ccc(C)cc21,-12.8,1.8,-0.2,1.1,-0.4,1.1,-7.4,-0.1,-1.7,-10.8
O=C(Nc1ccc(Nc2ccccc2)cc1)C(Cl)(Cl)Cl,-2.4,-5.8,0.5,1.1,3.9,0.9,-3.6,0.0,78.4*,-0.1
N#CC1=C(N)N(c2ccccc2)C(=O)C1,-10.6,-3.0,0.3,0.9,1.0,1,-4.2,-0.3,-2.6,·
O=C(CSc1nnc2scc(-c3ccccc3)n12)N1CCN(Cc2ccccc2)CC1,-6.2,5.3,1.8,1.2,-0.1,1.3,-5.8,-0.3,3.9,21.7
O=C(CCl)Nc1cc(S(=O)(=O)N2CCOCC2)ccc1N1CCOCC1,-9.9,-0.3,-2.1,1.1,0.1,1,-3.1,-0.1,-2.1,-16.5
O=C(NCC1CCCO1)C1CC(c2ccc(Cl)c(Cl)c2)=NO1 (stereo unspecified),-8.5,-9.5,15.8,1,2.3,1,-2.3,0.2,-2.3,-25.3
CCCCN1C(=O)/C(=C/C=C2/C=Cc3ccccc3N2CC)SC1=S,32.3,0.0,1.3,0.7,4.4,0.6,15.4,0.3,13.4,15.0
O=C(CSc1nnc(-c2ccncc2)n1Cc1ccco1)Nc1cccc(O)c1,-9.6,1.4,-0.3,0.8,1.6,0.9,-5.9,-0.3,-3.7,2.8
S=c1[nH]nc(CSCc2ccccc2Cl)n1-c1ccccc1,-5.3,-6.8,3.5,1,2.0,1,-1.3,0.0,-5.0,·
Cc1cc(C)cc(C(=O)NCCn2cc(SCC(=O)N3CCOCC3)c3ccccc32)c1,-0.4,-1.3,-0.6,0.8,1.0,0.8,-2.0,0.2,-0.8,·
O=C(c1cc(-c2ccc(F)cc2)on1)N1CCCC1,-8.5,-0.3,-0.7,1,1.9,1,-1.9,-0.1,-3.0,16.2
CCc1ccc(-c2ccc(SCc3ccccn3)nn2)cc1,-11.8,-2.6,-0.8,1.1,0.2,1.1,-2.7,0.1,-2.6,-4.9
COc1cc2c(cc1NC(=O)CSc1nccn1C)oc1ccccc12,13.1,-2.3,-0.1,1,0.0,1,3.1,-0.2,22.6,8.9
CC(C)(C)C(=O)N1CCN(c2ccc(Cl)cc2[N+](=O)[O-])CC1,-4.7,-7.7,-0.4,1,-0.9,0.9,7.7,-0.2,-4.5,4.5
COc1ccccc1N1CCN(C2CCCC(C)C2)CC1 (stereo unspecified),-20.0,-10.5,0.1,1.1,0.8,1.1,-7.0,-0.2,5.1,·
CCOc1ccccc1-n1c(SCC(=O)N2CCOCC2)nnc1-c1ccccn1,-18.4,-1.1,4.1,1,1.6,1,-6.7,-0.2,2.1,3.1
CC1CC1C(=O)OCC(=O)NC(=O)NCc1ccco1 (stereo unspecified),-11.0,-3.4,9.0,0.9,0.1,1,0.1,0.2,-4.9,·
O=C(CSCc1ccc(Br)cc1)Nc1ccc(S(=O)(=O)N2CCOCC2)cc1,-9.9,-2.7,-8.4,0.8,0.5,0.9,-3.7,0.2,99.9*,·
CCOC(=O)c1c(-c2ccccc2)csc1NC(=O)c1ccc(N2C(=O)CCC2=O)cc1,-12.3,-4.6,-0.5,0.8,4.1,0.8,-9.1,-0.5,-2.4,·
COc1ccc(CNc2nc3ccccc3n2CCN2CCOCC2)cc1,-12.7,-3.7,0.8,0.9,2.2,1,-5.2,-0.7,-0.5,·
CCCCNC(=O)CSc1nc2ccccc2c(=O)n1C1CCCC1,-8.3,-1.0,1.2,1,2.9,1,-0.4,-0.2,94.9*,11.4
CS(=O)(=O)N1CCN(C(=S)NCc2ccc(F)cc2)CC1,-19.5,-1.9,-0.6,1,2.2,1,-2.1,-0.2,-4.6,-2.5
COc1nc(-c2ccc(Cl)cc2)ccc1-c1noc(-c2ccco2)n1,-1.2,-3.8,0.1,0.8,3.5,0.7,-3.2,-0.6,-2.5,·
Cc1ccc(CSc2ccc(-c3cccs3)nn2)cc1,11.6,1.7,1.6,0.9,6.5,0.9,4.2,-0.3,-4.8,-8.8
O=C(Cc1cccs1)N1CCN(c2ccccn2)CC1,-5.6,-6.3,3.4,0.9,1.6,0.9,-4.7,2.2,0.3,-9.2
COCC1CCCN(Cc2cn(Cc3ccccc3)nc2-c2cc3ccccc3o2)C1 (stereo unspecified),-1.7,-0.6,-1.1,1,2.1,1,-0.5,-0.2,63.9*,10.9
CCCn1cc(SCC(=O)NCC2CCCO2)c2ccccc21 (stereo unspecified),-12.0,-3.1,-0.4,0.8,0.8,0.9,-4.2,0.0,-5.0,·
Cc1ccc2c(c1)c1c(n2C)C(C(N)=O)CCC1 (stereo unspecified),-5.0,-6.5,0.2,0.8,-0.5,0.8,-4.3,-0.2,-11.9,12.1
Brc1ccc(-c2nc(-c3cccnc3)no2)o1,-9.1,-4.2,0.9,0.9,-0.8,1,-5.8,-0.1,5.2,-27.0
O=C1Cc2ccccc2C(c2ccccc2)N1 (stereo unspecified),2.0,-2.1,-0.7,1.1,0.3,1,-4.6,-0.1,-2.1,-4.2
CCOc1ccc(C(=O)CC(=O)C(=O)NCCc2ccc(OC)c(OC)c2)cc1,-17.3,2.5,0.1,1,1.4,1.2,-3.8,-0.2,60.1*,-4.5
O=C(CN(Cc1ccccc1)S(=O)(=O)c1ccccc1)N/N=C/c1ccccc1C(=O)O,-6.5,-0.7,0.0,0.8,2.8,0.9,-6.1,-0.4,-3.9,1.3
O=C(COC(=O)c1ccc(Cl)c(S(=O)(=O)N2CCCCCC2)c1)Nc1ccccc1,-1.7,0.5,-0.3,0.7,5.8,1,-4.3,0.0,-6.3,-4.2
COc1cc(N=c2c([N+](=O)[O-])nn(-c3ccc4c(c3)OCCO4)n2O)cc(OC)c1,10.1,0.2,-0.2,1,3.4,0.8,4.6,-0.2,11.3,7.4
CCCN1CNC(=S)N(CCc2ccccc2)C1,-9.0,-2.0,-0.3,0.9,-0.7,1,-2.2,0.3,-5.6,-0.4
O=C(CN(Cc1ccco1)C(=O)CNS(=O)(=O)c1ccc(F)cc1)NCc1ccc(F)cc1,-10.2,2.7,-2.0,1,4.5,1,-4.7,-0.1,-1.2,-13.8

# Reprinted at random: two records from the list
SMILES,TNAP inh noacc,HMGR II inh,DTT redox prof,PMI act,RAM network inh,PMI act hi M6P,TNAP inh hi DEA,Hsp70 activator,Lmaj promast,S1P3 antag
CCOC(=O)c1c(-c2ccc(C)o2)csc1NC(=S)NC(=O)c1ccccc1Br,-6.8,-5.7,-0.3,0.8,6.7,0.9,0.1,-0.3,18.3,·
CC(C)(C)C(=O)N1CCN(c2ccc(Cl)cc2[N+](=O)[O-])CC1,-4.7,-7.7,-0.4,1,-0.9,0.9,7.7,-0.2,-4.5,4.5
